Assay outcomes as filed in PubChem BioAssay.
ABCB1 inh = human ABCB1 inhibition, ABCG2 as counter-screen | AID 1326 | CCRF-Adr cells, JC-1 efflux, flow cytometry | hit rate 0.067% among 190,000 | inhibition, % at 6.6 µM | P08183; in the data active = inhibition above about 40%;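 also: 0% = vehicle and 100% = reference inhibitor; higher value means more JC-1 retained so stronger ABCB1 efflux block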
Avidin bead fluor = avidin bead compound fluorescence profile. fluorescence (KMESF) at 10 µM. AID 1775. Avidin beads, compound fluorescence 488/530 nm, flow cytometry; stronger effect = higher value. hit rate 0.38% among 220,000; in the data active = fluorescence above about 47; also: inactives centre near 10
Mcl1 Bid PPI = disrupts binding of human Mcl-1 to Bid peptide. inhibition, % at 21.7 µM. TR-FRET Mcl-1/Bid-Dy647 peptide binding, 1536-well. hit rate 0.97% among 220,000;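 active = compounds that cut the binding signal by more than half at the single screening dose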;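 also: His-tagged Mcl-1 with europium anti-His antibody binding Bid BH3 peptide; 0% = Mcl-1 plus peptide wells and 100% = peptide-only wells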
Target sequence (Q07820 whole entry, looked up): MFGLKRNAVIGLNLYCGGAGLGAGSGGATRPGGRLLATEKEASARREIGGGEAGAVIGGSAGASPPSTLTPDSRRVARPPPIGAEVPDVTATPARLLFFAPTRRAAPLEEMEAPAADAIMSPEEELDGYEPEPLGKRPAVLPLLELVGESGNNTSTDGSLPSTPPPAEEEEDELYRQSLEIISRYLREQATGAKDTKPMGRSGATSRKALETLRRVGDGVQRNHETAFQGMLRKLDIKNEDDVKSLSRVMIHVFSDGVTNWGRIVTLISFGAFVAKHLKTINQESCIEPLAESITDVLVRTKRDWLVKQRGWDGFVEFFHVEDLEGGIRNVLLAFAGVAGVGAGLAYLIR
ABCG2 inh = inhibitors of human ABCG2 transporter, ABCB1 counter-screen; IgMXP3 cells, JC-1 efflux, flow cytometry; hit rate 0.1% among 190,000; inhibition, % at 6.6 µM; AID 1325; Q9UNQ0;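 active = inhibition above 80%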;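 also: 0% = DMSO and 100% = nicardipine control wells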
Target sequence (Q9UNQ0 whole entry, looked up): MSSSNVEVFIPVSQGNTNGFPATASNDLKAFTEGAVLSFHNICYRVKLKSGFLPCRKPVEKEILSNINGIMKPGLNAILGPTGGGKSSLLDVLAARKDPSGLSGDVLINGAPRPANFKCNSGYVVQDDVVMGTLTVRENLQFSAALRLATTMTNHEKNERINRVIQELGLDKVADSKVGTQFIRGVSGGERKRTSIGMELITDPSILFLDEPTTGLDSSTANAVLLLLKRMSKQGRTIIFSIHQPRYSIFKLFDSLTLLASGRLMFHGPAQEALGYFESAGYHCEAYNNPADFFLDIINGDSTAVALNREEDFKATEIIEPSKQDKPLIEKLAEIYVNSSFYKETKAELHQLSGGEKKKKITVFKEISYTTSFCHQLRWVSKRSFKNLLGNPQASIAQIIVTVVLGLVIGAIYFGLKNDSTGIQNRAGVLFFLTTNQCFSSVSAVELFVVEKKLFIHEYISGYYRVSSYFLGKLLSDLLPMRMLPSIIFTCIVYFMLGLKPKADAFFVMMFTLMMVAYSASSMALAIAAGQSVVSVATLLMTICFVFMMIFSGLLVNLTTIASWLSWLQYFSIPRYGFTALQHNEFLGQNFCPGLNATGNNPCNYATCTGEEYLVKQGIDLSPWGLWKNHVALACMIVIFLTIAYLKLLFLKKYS
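Times: 10 min at 25 °C | Test system: Two drug-resistant human cell lines, ABCG2 and ABCB1 | Quantity: 3 million cells/mL final, two lines in 1:1 ratio | Signal: Flow cytometry, 530 nm JC-1 signal | Dosing: Compound at 6.6 µM | Controls: Nicardipine and DMSO wells | Reagent: JC-1 as fluorescent efflux pump substrate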
Mcl1-Noxa inh = Mcl-1/Noxa interaction inhibition | Q07820 | TR-FRET Mcl-1/Noxa peptide binding, 2 h | hit rate 1.5% among 220,000 | inhibition, % at 21.7 µM;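 active = compounds that cut the protein-peptide binding signal by more than 50% relative to plate controls in a single-dose test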;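 also: His-tagged Mcl-1 with rhodamine Noxa BH3 peptide and terbium anti-His antibody; 0% = Mcl-1 plus Noxa peptide wells and 100% = peptide-only wells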
RGS7-Gao reg = human RGS7-Galphao interaction regulation; binding response (% of control), % at 10 µM; Multiplexed bead flow cytometry, RGS7-Galphao binding; actives lie on both sides; AID 1439; hit rate 0.35% among 220,000; P09471; in the data active = binding response below about 49% or above about 150%; inconclusive = no clear call, values can overlap the other calls; inactive = in between;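 also: fluorescent Galphao held in activated GDP-AlF4 state binding bead-coupled RGS7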
RGS8-Gao reg = human RGS8-Galphao interaction regulation; P09471; hit rate 0.34% among 220,000; response (percent of control binding), % at 10 µM; multiplexed bead flow cytometry, RGS8-Galphao binding; actives lie on both sides; in the data active = response below about 60% or above about 140%; inactive = in between;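 also: Galphao activated as the GDP aluminium fluoride complex binding bead-coupled RGS8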
RGS4-Gao reg = human RGS4-Galphao interaction regulation; Multiplexed bead flow cytometry, RGS4-Galphao binding; actives lie on both sides; hit rate 0.33% among 220,000; binding response (% of control), % at 10 µM; P09471; AID 1415; in the data active = binding response below about 49% or above about 150%; inactive = in between;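 also: fluorescent Galphao activated with aluminum fluoride binding bead-coupled RGS4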
GSH bead fluor = GSH bead compound fluorescence profile; fluorescence (KMESF) at 10 µM; AID 1776; GSH beads flow cytometry, compound fluorescence 488/530 nm; stronger effect = higher value; hit rate 0.25% among 190,000; in the data active = fluorescence above about 89;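 also: glutathione beads carrying GST-tagged Bcl family fusion proteins plus one bare bead set; values are compound well signal with DMSO vehicle wells as background; inactives centre near 16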
Pf gametocyte = kills late stage P. falciparum gametocytes; inhibition, % at 10.9 µM; hit rate 0.065% among 150,000; P. falciparum stage V gametocytes, ATP luminescence, 24 h; AID 743093;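 active = inhibition above the mean plus 3 SD of compounds within the control limits, set per campaign, cut at about 38% in these data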;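 also: 0% = DMSO wells and 100% = medium only without gametocytes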
Mcl-1 Bim block = disrupts Bim peptide binding to human Mcl-1. Q07820. Bead-based flow cytometry, Bim peptide-Mcl-1 binding. inhibition, % at 10 µM. AID 1009. hit rate 0.1% among 190,000; in the data active = inhibition above about 40%;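 also: 0% = no compound tracer wells and 100% = peptide blocker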
An asterisk follows results filed as active; u = inconclusive; x = not tested or not shown. Random draw from the library, and some 3.3% of all compounds hit somewhere here.

SMILES	ABCB1 inh	Avidin bead fluor	Mcl1 Bid PPI	ABCG2 inh	Mcl1-Noxa inh	RGS7-Gao reg	RGS8-Gao reg	RGS4-Gao reg	GSH bead fluor	Pf gametocyte	Mcl-1 Bim block
COc1ccccc1OCCC(=O)OCC(=O)Nc1ncc(Cl)cc1Cl	-3.1	15	-9	-1	0	101	101	102	25	-3	-1
CCC(=O)NC1(Cc2ccc(O)cc2)CCCCC1	0.7	11	-44	4	0	101	101	101	13	-15	0
O=C(CSc1ncc(C(=O)O)n1-c1ccc(F)cc1)NCc1ccc2c(c1)OCO2	0.5	9	-25	1	15	u	100	100	26	x	-1
CCCn1c(N)cc(=O)n(CCC)c1=O	2.8	9	-27	15	20	u	98	100	15	10	-2
CCc1ccccc1NC(=O)Nc1ccc(F)cc1F	1.0	9	-23	6	-8	105	101	105	13	13	1
O=C(COC(=O)c1ccc2[nH]c3c(c2c1)CCCC3)Nc1ccccc1Cl	0.8	10	-68	8	-3	108	100	103	15	23	2
O=C1CN(C(=O)CN2CCOCC2)C(c2ccccc2)c2cc(Br)ccc2N1 (stereo unspecified)	0.3	7	-12	1	-7	100	100	100	12	x	1
O=[N+]([O-])c1cccc(/C=N/N2CCN(Cc3ccccc3)CC2)c1	0.7	7	-30	8	4	93	94	96	14	-26	0
O=C(CN1CCOCC1)N(c1ccccc1)c1ccc2ccccc2c1	0.5	7	-5	1	10	99	100	104	57	24	0
Cc1nc2ccccc2c(=O)n1NC(=O)Cc1ccc(Br)cc1	0.5	24	-4	3	-3	101	103	101	24	-14	-6
CC1CCCN(C/C(O)=C(\C#N)c2nc3ccccc3[nH]2)C1 (stereo unspecified)	0.8	8	-26	2	7	107	100	101	15	-1	-3
O=[N+]([O-])c1ccc(-n2nnnc2-c2ccccc2)cc1	-0.2	10	-29	0	-2	109	100	97	11	-24	3
O=C(NCCC1=CCCCC1)C1CCN(S(=O)(=O)c2ccccc2)CC1	3.4	10	-11	14	-9	105	100	101	25	4	0
Cc1ccc(S(=O)(=O)n2nc(-n3c(C)ccc3C)c3c(F)cccc32)c2ccccc12	x	7	-29	x	5	u	98	100	x	-12	x
CCCC(=O)NCCCc1nc2ccccc2[nH]1	0.2	22	-16	1	1	104	101	99	21	x	-1
CC(=O)Nc1ccc(S(=O)(=O)NCCc2cc3c(C)ccc(C)c3[nH]c2=O)cc1	0.4	4	8	2	-7	90	92	97	27	x	-2
CN(C)CCC(c1ccccc1)c1ccccn1 (stereo unspecified)	-1.1	9	-5	-2	20	111	103	108	18	x	-3
Cc1nn(C)cc1CN1CCC(CO)(CCOc2ccccc2)CC1	1.2	3	-38	3	6	102	100	101	11	9	-1
CC1CCN(c2nc(/C=C/c3ccccc3)nc3ccccc23)CC1	1.3	6	-11	8	-6	101	99	102	9	10	17
CCOc1ccccc1-c1nc(-c2ccc(C)nc2OC)no1	1.3	19	-5	11	18	100	97	102	23	x	0
Cc1ccc(C)c(NC(=S)NC2CC3CCCC(C2)N3CC(C)C)c1 (stereo unspecified)	-0.1	4	-30	0	-13	97	88	87	21	28	4
COc1cc2c(cc1OC)C1=NC(=O)CN1C(SCc1ccccc1C)=N2	2.4	10	-16	4	11	96	98	101	9	13	-2
Cc1ccc(NC(=S)N2CCN(C(=O)C3CCCO3)CC2)cc1 (stereo unspecified)	0.4	6	-83	8	9	112	129	118	15	-1	1
Cc1ccc(S(=O)(=O)N2CCC(=O)N(CCOC(=O)Nc3ccccc3C)CC2)cc1	0.5	11	5	0	-1	105	102	103	18	26	-3
C#CCNC(=O)C(C)c1ncc(C(F)(F)F)cc1Cl (stereo unspecified)	0.1	11	7	3	8	105	102	102	15	-7	2
N/C(=N\OC(=O)C(c1ccccc1)c1ccccc1)c1ccccn1	0.7	6	10	0	11	108	107	108	14	x	-2
O=C(CN1CCN(C(c2ccccc2)c2ccccc2)CC1)N1CCN(c2ccccc2)CC1	x	7	-70	x	23	u	101	100	x	5	x
O=c1[nH]c(SCc2ccccc2)nc2c1sc1ccccc12	-0.1	17	-54	0	17	107	99	103	13	x	0
CCS(=O)(=O)CCSc1nc2c(cc1C#N)CCCC2	1.4	6	-15	8	7	103	98	101	39	14	5
Fc1cc2nc(-c3ccncc3)[nH]c2cc1F	0.1	28	71*	3	-9	107	104	107	13	x	1
CCCCNC(C(=O)Nc1cccc(S(=O)(=O)N2CCOCC2)c1)c1ccccc1 (stereo unspecified)	0.9	13	-1	2	8	102	100	103	14	x	-3
C/C(CC(=O)Nc1ccccn1)=N\NC(=O)c1ccc(C)cc1	0.0	5	-15	-3	8	104	103	102	8	-4	-1
Cc1ccc(CS/C(Nc2ccccc2C)=C(\C#N)C(=O)NCc2ccco2)c(C)c1	0.4	10	-22	2	16	100	100	100	14	20	0
COc1ccccc1N1CCN(C2CCN(S(=O)(=O)c3ccc4ccccc4c3)CC2)CC1	3.8	10	-18	6	9	99	100	101	16	3	-2
Fc1ccc(COc2ccccc2CNCc2ccncc2)cc1	0.1	10	7	-2	17	101	99	91	10	-47	-6
CCNC(=S)N1CCC(C(N)=O)CC1	x	7	-69	x	10	u	95	93	x	2	x
O=C(Nn1cnnc1)C1Cc2ccccc2CN1S(=O)(=O)c1ccc(F)cc1 (stereo unspecified)	1.4	18	5	4	3	96	101	99	24	6	-3
COc1ccc(-c2cc(C(=O)Nc3sc4c(c3C#N)CCCC4)c3ccccc3n2)cc1OC	1.2	28	-1	0	14	100	99	101	19	26	0
N#Cc1cc2c(nc1SCC(=O)O)CCCC2	0.8	8	-31	2	9	95	99	100	45	x	-1
Cc1ccc(C(O)CN2C3=NCCN3c3ccccc32)cc1 (stereo unspecified)	0.4	1	-7	2	2	102	108	91	34	x	5
O=C(NNC(=O)c1ccc[nH]1)Nc1cccc(C(F)(F)F)c1	x	5	-19	x	-16	u	98	98	x	-14	x
Cc1c(CCO)c(=O)[nH]n1C(=O)c1c(F)cccc1F	0.7	14	-15	3	1	89	93	90	17	x	-1
C/C(=N\NC(=O)Cc1c(C)[nH][nH]c1=O)c1cccc(Br)c1	x	7	-139	x	-10	u	99	103	x	-2	x
CC1=C/C(=N\N=C2\NC(=O)C(CC(=O)Nc3ccccc3)S2)CC(C)(C)C1 (stereo unspecified)	1.3	11	-50	7	4	u	101	99	11	7	-1
CCCc1cc(=O)c2c(O)cccc2o1	x	5	-1	x	26	u	102	97	x	1	x
Nc1c(Cl)cc(Cl)cc1C(=O)OCC(=O)N1CCCC1	-0.5	-4	-46	1	-8	9.7*	14*	11*	43	-53	-4
O=C(NCc1ccccc1)c1onc(CSc2ccccc2)c1C(=O)NCC1CC1	x	28	-16	x	-1	u	109	114	x	-8	x
Cc1ccc(CN2C(=O)CSc3ccc(C(=O)NCCN4CCOCC4)cc32)cc1	1.1	28	-2	14	-30	107	104	105	35	x	-1
O=C(NCCO)c1ccc2c(c1)S(=O)(=O)c1ccccc1C2=O	0.1	10	-21	3	-4	104	106	108	51	x	-2
O=[N+]([O-])c1ccc(Oc2cccc(F)c2)c2ccncc12	3.0	23	31	48	12	104	101	99	24	-21	-1
O=c1[nH]c(SCc2ccc(Cl)cc2)nc2ccsc12	0.0	13	9	0	9	u	100	101	14	x	0
COC(=O)C(Cc1ccc(OC(=O)c2ccc(C(F)(F)F)cc2)cc1)N1Cc2ccccc2C1=O (stereo unspecified)	0.8	3	-24	3	38	100	103	102	20	x	8
Cc1ccc(C)c(N2CCN(C(=O)c3ccc(Cn4c(=O)[nH]c5ccccc5c4=O)cc3)CC2)c1	1.8	38	16	3	-3	103	100	100	14	x	-3
COc1ccc(-c2cc(C(=O)NCc3cn(C)nc3C)c3ccccc3n2)cc1OC	-1.0	7	8	10	13	98	90	96	21	-33	-1
O=C(/C=C\c1cn(-c2ccccc2)nc1-c1cccs1)N1CCOCC1	0.8	13	1	10	14	97	98	101	17	9	-2
CC(=O)Nc1nc2ccccc2n1Cc1ccccc1C	0.3	1	0	2	20	103	104	98	26	x	0
COc1ccccc1N1CCN(Cc2cc(Br)c(O)c3ncccc23)CC1	0.1	7	-57	1	-39	96	101	99	21	x	1
CC1(C)CC(=O)c2cnc(NCc3ccco3)nc2C1	0.2	3	-8	1	9	106	103	105	35	5	-4
O=C(NCCc1ccccc1)c1c(F)c(F)c(F)c(F)c1F	0.2	15	-16	9	0	99	99	99	11	13	-5
Cn1c(Cn2c(=O)sc3ccccc32)nnc1SCC(=O)NCc1ccco1	0.7	26	-11	4	-2	97	100	99	16	x	-3

Next records
SMILES	ABCB1 inh	Avidin bead fluor	Mcl1 Bid PPI	ABCG2 inh	Mcl1-Noxa inh	RGS7-Gao reg	RGS8-Gao reg	RGS4-Gao reg	GSH bead fluor	Pf gametocyte	Mcl-1 Bim block
COc1ccc(S(=O)(=O)NC(C(C)C)C(C)C)cc1OC	-0.2	35	-16	-2	2	96	101	99	25	-11	0
COCCN1C(=O)c2ccccc2C(C(=O)NCc2ccco2)C1c1c[nH]c2ccccc12 (stereo unspecified)	1.2	47*	-22	17	-7	101	97	99	24	-4	-2
O=C(NCC1CCCO1)c1ccc(NC(=O)C2C3C=CC(C3)C2C(=O)O)cc1 (stereo unspecified)	-0.1	14	-6	-7	8	101	100	101	26	-3	1
CCCCNC(=O)C1CCCNC1=O (stereo unspecified)	0.2	9	4	1	25	104	101	101	11	x	-2
COc1ccc2c(C)cc(SCC(=O)Nc3nsc(-c4ccc(C)cc4)n3)nc2c1	1.3	7	3	6	-18	99	96	100	15	x	-3
Cc1ccn2cc(CCNS(=O)(=O)c3ccc([N+](=O)[O-])cc3)nc2c1	x	8	-11	x	19	u	96	95	x	26	x
O=C(c1sccc1Cl)N1CCN(Cc2ccc3c(c2)OCO3)CC1	x	6	-3	x	4	u	110	117	x	-3	x
c1csc(-c2nnc(-c3ccc(N4CCOCC4)cc3)o2)c1	0.5	20	1	2	2	100	99	99	23	8	-3
COc1ccc(NS(=O)(=O)c2cc(C(=O)N3CCN(C(C)=O)CC3)ccc2Cl)cc1	0.6	20	-16	2	13	94	95	96	13	-6	0
O=C(O)c1ccc(N2C(=O)/C(=C/C=C/c3ccccc3)SC2=S)cc1	-0.5	8	-56	-1	1	97	101	97	23	15	-2
COc1cc(OC)c(C(=O)NCCCN2CCOCC2)cc1OC	0.6	13	-42	1	-4	99	92	95	14	10	-4

Sorted by the number under RGS7-Gao reg (rising): three from the list above
structure | Avidin bead fluor | Mcl1 Bid PPI | Mcl1-Noxa inh | RGS7-Gao reg | RGS8-Gao reg | RGS4-Gao reg | GSH bead fluor | Mcl-1 Bim block
COc1ccc(S(=O)(=O)NC(C(C)C)C(C)C)cc1OC | 35 | -16 | 2 | 96 | 101 | 99 | 25 | 0
COc1ccc2c(C)cc(SCC(=O)Nc3nsc(-c4ccc(C)cc4)n3)nc2c1 | 7 | 3 | -18 | 99 | 96 | 100 | 15 | -3
O=C(NCC1CCCO1)c1ccc(NC(=O)C2C3C=CC(C3)C2C(=O)O)cc1 (stereo unspecified) | 14 | -6 | 8 | 101 | 100 | 101 | 26 | 1
